PLC-gamma1 inh: PLC-gamma1 enzyme inhibitors, primary screen, biochemical, fluorescence, purified enzyme. inhibition, % at 12.2 µM. hit rate 0.84% among 370,000. fluorogenic substrate. 1-phosphatidylinositol 4,5-bisphosphate phosphodiesterase gamma-1 (Homo sapiens), P19174; in the data active = inhibition above about 9.5%
proKLK7 act: proKLK7 zymogen activators, primary screen, biochemical, fluorescence intensity. activation, % at 7 µM. Kallikrein-7 (Homo sapiens), P49862. hit rate 0.9% among 370,000. purified proKLK7, EDANS-DABCYL substrate fluorescence; 100% is mature enzyme control, 0% vehicle;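 active = activation above the mean of all tested compounds plus 3 SD, computed per campaign excluding outliers beyond control limits, cut at about 13% in these data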
UHRF1 binding: UHRF1 methylated DNA binding inhibitors, primary screen, counter-screen for MBD2 inhibitor project, biochemical, TR-FRET, human UHRF1, single concentration; E3 ubiquitin-protein ligase UHRF1 (Homo sapiens), Q96T88; UHRF1 binding to methylated oligo; inhibition, % at 4.4 µM; hit rate 0.75% among 370,000; AID 687016, 2013; in the data active = inhibition above about 21%;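 also: UHRF1 SRA domain binding a hemimethylated CpG hairpin DNA probe; 0% = median of test compound wells and 100% = reference inhibitor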
ADAM17 inh: ADAM17 inhibitors, primary screen, biochemical, QFRET. recombinant ADAM17, EDANS/DABCYL FRET peptide cleavage. inhibition, % at 6.95 µM. hit rate 0.83% among 370,000;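 active = inhibition above the mean of compounds lying between control limits plus 3 SD, set per campaign, cut at about 8.5% in these data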;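 also: 0% = DMSO-only wells as the low control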
Target sequence (P78536 215-824 limits assumed): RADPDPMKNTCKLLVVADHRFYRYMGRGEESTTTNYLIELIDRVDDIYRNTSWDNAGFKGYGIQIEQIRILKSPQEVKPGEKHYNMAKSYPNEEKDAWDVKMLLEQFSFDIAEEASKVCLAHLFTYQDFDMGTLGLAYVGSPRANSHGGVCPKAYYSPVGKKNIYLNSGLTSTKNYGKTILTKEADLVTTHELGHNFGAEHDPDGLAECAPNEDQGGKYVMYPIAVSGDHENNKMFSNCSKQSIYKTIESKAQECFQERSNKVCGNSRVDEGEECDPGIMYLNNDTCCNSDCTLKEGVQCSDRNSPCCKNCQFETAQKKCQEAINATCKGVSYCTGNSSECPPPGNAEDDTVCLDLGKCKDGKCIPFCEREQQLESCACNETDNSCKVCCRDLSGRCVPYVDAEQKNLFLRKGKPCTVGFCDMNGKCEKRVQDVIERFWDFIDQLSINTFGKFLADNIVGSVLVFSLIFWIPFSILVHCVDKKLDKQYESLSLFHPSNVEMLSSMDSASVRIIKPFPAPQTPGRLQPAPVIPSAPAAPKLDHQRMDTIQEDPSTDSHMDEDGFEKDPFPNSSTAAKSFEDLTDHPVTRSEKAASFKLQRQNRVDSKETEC
MBD2 inh: inhibitors of MBD2 binding to methylated DNA, primary screen, biochemical, TR-FRET, DNA-binding domain, human; hit rate 0.31% among 370,000; inhibition, % at 4.4 µM; Methyl-CpG-binding domain protein 2 (Homo sapiens), Q9UBB5; MBD2 binding to methylated oligonucleotide; in the data active = inhibition above about 13%
ARFGAP1 inhibitor: inhibitors of rat ARFGAP1 GAP activity, primary screen, biochemical, fluorescence polarization, GDP tracer. AID 651572, 2012. inhibition, % at 16.5 µM. Arfgap1-stimulated ARF1 GTP hydrolysis, GDP FP detection. ADP-ribosylation factor GTPase-activating protein 1 (Rattus norvegicus), Q62848. hit rate 0.26% among 360,000;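 active = inhibition above a per-plate limit, mean inhibition of low control wells plus 3 SD, cut at about 25% in these data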;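 also: 0% = DMSO wells with enzyme and 100% = wells lacking Arfgap1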
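System: truncated rat Arfgap1 GAP domain / Medium: HEPES-based buffer, pH 7.5 / Also added: N-terminally truncated human ARF1-GTP substrate / Incubation: enzyme reaction 120 min at 25 °C after 20 min preincubation / Measured by: FP of antibody-bound GDP Alexa 633 tracer, ex 620/em 688 nm / Replicates: singlicate, each compound tested once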
ASAP1 inh: inhibitors of human ASAP1 ArfGAP activity, primary screen, biochemical, fluorescence polarization | hit rate 0.19% among 360,000 | inhibition, % at 16.5 µM | AID 624377, 2012 | Arf-GAP with SH3 domain, ANK repeat and PH domain-containing protein 1 (Homo sapiens), … | ASAP1-stimulated ARF1 GTP hydrolysis, GDP FP detection; in the data active = inhibition above about 25%;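 also: 0% = vehicle with enzyme and substrate and 100% = no enzyme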
Target sequence (Q9ULH1 325-724 limits assumed): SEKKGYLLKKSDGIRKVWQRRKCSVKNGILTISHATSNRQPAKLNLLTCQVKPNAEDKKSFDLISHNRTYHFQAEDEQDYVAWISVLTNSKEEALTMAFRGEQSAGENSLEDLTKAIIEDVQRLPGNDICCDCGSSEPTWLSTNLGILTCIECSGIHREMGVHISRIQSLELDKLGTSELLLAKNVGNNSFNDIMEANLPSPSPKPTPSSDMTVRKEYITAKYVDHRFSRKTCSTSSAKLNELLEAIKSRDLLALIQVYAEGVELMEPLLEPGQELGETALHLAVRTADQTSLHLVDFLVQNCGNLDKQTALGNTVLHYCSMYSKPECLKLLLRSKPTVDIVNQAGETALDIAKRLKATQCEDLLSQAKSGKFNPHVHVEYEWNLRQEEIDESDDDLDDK
PLCb3 inh: human PLC-beta3 inhibitors, primary screen, biochemical, fluorescence | 1-phosphatidylinositol 4,5-bisphosphate phosphodiesterase beta-3 (Homo sapiens), Q01970 | Purified PLC-beta3, fluorogenic substrate | inhibition, % at 12.2 µM | hit rate 0.18% among 370,000 | AID 720704, 2013; in the data active = inhibition above about 11%;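 also: 0% = median of compound wells on plate and 100% = full blocker control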
Tn7 DDE FP: inhibitors of Tn7 peptide binding to fibrin DD(E), primary screen, biochemical, fluorescence polarization, human fibrin, Tn7 probe | FP displacement of FITC-Tn7 peptide from fibrin DD(E); 0% = median of compound wells per plate | hit rate 0.13% among 370,000 | inhibition, % at 8.3 µM;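 active = inhibition above the mean of compounds falling within the control limits plus 3 SD of them, cut at about 14% in these data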;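 also: 0% = plate median of compound wells and 100% = 10 µM Aha-Tn7 peptide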
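assay system = human clot-derived fibrin DD(E) complex | quantity = Fibrin-DD(E) at 2 µM final | timing = 10 min preincubation, 3 h with tracer, room temperature | signal = fluorescence polarization | measure = percent inhibition | benchmarks = high control wells with 10 µM unlabelled Aha-Tn7 peptide (full inhibition) | replicates = singlicate testing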
Tn6 DDE FP: inhibitors of Tn6 peptide binding to fibrin DD(E), primary screen, biochemical, fluorescence polarization, human fibrin, Tn6 probe; inhibition, % at 8.3 µM; hit rate 0.21% among 370,000; Fibrinogen beta chain (Homo sapiens), P02675; Fibrin DD(E) TRITC-Tn6 fluorescence polarization displacement; AID 720509, 2013;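 active = inhibition above a per-campaign cutoff: mean of compounds within control limits plus 3 SD, cut at about 15% in these data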;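 also: 0% = median of all compound wells on the plate and 100% = blocking peptide control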
The depositor's hits bear a star.

SMILES	PLC-gamma1 inh	proKLK7 act	UHRF1 binding	ADAM17 inh	MBD2 inh	ARFGAP1 inhibitor	ASAP1 inh	PLCb3 inh	Tn7 DDE FP	Tn6 DDE FP
COc1ccc(-n2nnnc2SCC(=O)NCc2cccs2)cc1	-1	-0.2	3	-5	-3	-11	-2	-3	5	2
COc1cccc(-c2noc(CCC(=O)N3CCN(c4cc(C)ccc4C)CC3)n2)c1	-2	0.8	2	7	-3	5	-3	-2	2	1
O=C(O)CCNc1nc(C(F)(F)F)nc2ccccc12	2	-0.2	5	-4	4	-12	2	3	-2	8
CCc1ccc(N2Cc3ccccc3C2)cc1	2	0.4	2	1	3	-6	5	-7	-5	7
C=CCOC(=O)C1=C[C@@H](c2coc3ccccc3c2=O)[C@H](CCCO)[C@@H](OCC)O1	1	0.5	-2	-3	2	-2	12	1	-2	6
Cc1sc2ncn(CC(=O)Nc3cccc(S(N)(=O)=O)c3)c(=O)c2c1-c1ccccc1	1	0.6	-3	0	-5	8	1	-7	0	2
CC(=O)N(Cc1cc2cc(C)c(C)cc2n2nnnc12)CC1COCCO1 (stereo unspecified)	-3	0.6	-2	-2	1	-7	0	1	0	-1
Cc1cc(C)c(C(N)=O)c(Nc2ccc(F)cc2)n1	-1	-0.1	0	-2	2	-3	-4	-4	2	11
CC(C)N1CC(O)=C(c2ccccc2)C1=N	2	-0.2	-1	-1	-2	23	10	-2	-7	-4
CCN(CC)CC1(O)CCN(C(=O)c2ccc(Cl)c(Cl)c2)CC1	0	0.3	-3	-1	4	-4	-11	-6	-2	-3
CCCCNc1c(-c2ccccn2)nc2nc(C)cc(C)n12	-81	-2.2	-3	-34	-6	-4	-7	-118	-3	2
CCOc1ccc(NC(=O)N2CCCC2C(=O)NCc2ccco2)cc1 (stereo unspecified)	2	0.2	-2	0	1	15	-8	-4	0	3
CCC(C)Cn1c(C)nc2ccccc21 (stereo unspecified)	-1	-0.1	-2	-6	4	8	-8	0	5	-1
CC1CCCN(S(=O)(=O)c2ccc(NC(=O)CCN3C(=O)c4ccccc4C3=O)cc2)C1 (stereo unspecified)	-1	0.2	-1	0	-2	-8	-8	4	0	0
COc1cc(F)ccc1-c1cc(C(=O)NCc2cccc(Cl)c2)[nH]n1	0	0.3	3	1	2	3	-4	-1	4	-2

3 consecutive entries out of the list so far, for reference:
SMILES	PLC-gamma1 inh	proKLK7 act	UHRF1 binding	ADAM17 inh	MBD2 inh	ARFGAP1 inhibitor	ASAP1 inh	PLCb3 inh	Tn7 DDE FP	Tn6 DDE FP
CC(=O)N(Cc1cc2cc(C)c(C)cc2n2nnnc12)CC1COCCO1 (stereo unspecified)	-3	0.6	-2	-2	1	-7	0	1	0	-1
Cc1cc(C)c(C(N)=O)c(Nc2ccc(F)cc2)n1	-1	-0.1	0	-2	2	-3	-4	-4	2	11
CC(C)N1CC(O)=C(c2ccccc2)C1=N	2	-0.2	-1	-1	-2	23	10	-2	-7	-4

Next part.
SMILES	PLC-gamma1 inh	proKLK7 act	UHRF1 binding	ADAM17 inh	MBD2 inh	ARFGAP1 inhibitor	ASAP1 inh	PLCb3 inh	Tn7 DDE FP	Tn6 DDE FP
CCCCNC(=O)CSc1nc2n[nH]c(C)c2c(=N)n1-c1cccc(Cl)c1C	2	0.5	1	-2	0	-2	0	-4	0	-6
CC1(C)Cc2cccc(OCC(=O)OCC(=O)NCc3ccccc3)c2O1	1	-0.2	1	1	2	8	-1	-7	-6	2
COC(=O)C1(C)CN(S(=O)(=O)c2ccc(C)cc2)c2cc(OC)ccc2C1=O (stereo unspecified)	-41	-2.5	2	-54	-2	8	5	-49	6	2
C=C(C)c1cccc(C(C)(C)NC(=O)N2CCCC2)c1	6	-0.2	8	9.1*	-2	7	-13	5	-3	4
CCN(c1ccccc1)S(=O)(=O)c1cc(NC(=O)C2CC2)ccc1Cl	3	-0.2	4	1	3	-4	-9	2	-10	1
Cc1ccc(S(=O)(=O)NCCC(=O)N2CCN(S(=O)(=O)c3cccc(F)c3)CC2)cc1C	0	-0.2	-1	2	-2	3	-4	2	-1	9
O=C(CCS(=O)(=O)c1ccccc1)Nc1nc2cc3c(cc2s1)OCCO3	-2	0.5	-3	0	1	0	7	-9	5	7
COc1ccc(CCN(C(=S)Nc2ccccc2)C2CC(=O)N(c3ccccc3)C2=O)cc1 (stereo unspecified)	6	0.4	0	4	-4	5	0	4	1	4
C/C(=N\NC(=O)CSc1nnc(C)s1)c1ccc(Cl)cc1	0	-0.1	-3	0	2	14	-2	1	0	1
COCCn1c(SCC(=O)Nc2cc(C(C)(C)C)nn2-c2ccccc2)nc2ccccc2c1=O	-2	0.4	3	-5	4	0	-2	1	4	2
COc1ccc(S(=O)(=O)N(C)C[C@@H]2OCc3cnnn3CCCC(=O)N([C@H](C)CO)C[C@@H]2C)cc1	1	0.1	2	-1	2	-1	2	1	-10	-1
S=C(NCC1CCCO1)NC1CCCC1 (stereo unspecified)	2	-0.2	2	-2	2	-4	-3	-1	-2	2
COC(=O)C1=C(C)N(Cc2cccc(C(F)(F)F)c2)C(=NCc2cc(OC)c(OC)c(OC)c2)NC1CCc1ccccc1 (stereo unspecified)	-7	0.7	2	0	-2	5	8	-12	0	8
COc1ccc(NS(=O)(=O)c2ccc3c(c2)NC(=O)CC(=O)N3)cc1OC	2	-0.2	2	1	3	9	-1	-2	-2	-3
CSc1ccc(CNc2cccc3ccccc23)cc1	-72	-13	-2	-61	0	8	4	-75	-3	3
CCC(=O)N(Cc1ccco1)c1nc(C(=O)Nc2ccc(Cl)cc2)c(C)s1	3	0.7	3	11*	1	8	7	-2	-11	0
COc1ccc(OCCSc2nc3ccccc3n2CC(=O)O)cc1	0	-0.1	3	-5	4	3	6	-1	-1	-3
O=C(NC1CCCC1)C(c1ccccn1)N(C(=O)c1csnn1)c1ccccc1Br (stereo unspecified)	5	-0.1	7	8	4	-1	-18	-2	-4	2
O=C(Nc1cccc(F)c1)c1ccc(-n2cncn2)c2ccoc12	-2	-0.4	0	-2	-3	0	-8	-2	2	16*
CCOc1ccc(-c2nnn(CC(=O)N3CCCC3)n2)cc1OCC	1	-0.6	14	-2	-3	2	-6	-4	2	5
COc1ccc(CCC(=O)Nc2ccc(C(=O)c3ccncc3)cc2)cc1	3	0.4	-3	2	3	-3	1	-3	3	0
O=C(c1ccc(Cn2cc([N+](=O)[O-])cn2)o1)N1CCCCCC1	6	-0.3	-1	3	-6	8	5	2	3	-6
CCCCN1CC(N2CCCCC2)CS1(=O)=O (stereo unspecified)	2	0.1	2	-1	-2	-1	12	5	-10	-2
O=C(NCc1ccco1)C1CCCN(S(=O)(=O)Cc2ccccc2)C1 (stereo unspecified)	-1	0.3	0	-6	7	17	9	0	1	1
COc1ccc(C(=O)N/N=C/c2cccc3cccnc23)cc1	2	-2.1	-8	-6	0	-12	-14	-1	-4	-2
Cc1cc(C)nc(NS(=O)(=O)c2ccc(NC(=S)NC(=O)CC(C)C)cc2)n1	1	0.1	-2	-2	-2	5	-8	-1	7	-3
O=C(CCn1c(=O)oc2ccccc21)NC1=NCCS1	1	0.1	0	0	-5	0	11	4	2	1
O=C(CSc1nc2[nH]ncc2c(=O)n1-c1ccccc1)NCCc1ccccc1	3	0.1	-1	1	-2	-7	-8	2	0	2
CCOC(=O)Cn1nc(-c2ccccc2)c(-c2ccccc2)nc1=O	-12	2.6	1	-6	1	5	2	-16	-6	1
NC(=O)c1nc[nH]c1C(=O)Nc1cccc(C(F)(F)F)c1	1	0.1	-2	-2	3	10	-3	-3	3	-6
CC(=O)n1cc(C2C(=O)CCCC2=O)c2ccccc21	-11	-1.7	-7	-3	0	2	8	-14	1	4
Cc1ccc(S(=O)(=O)N2CCN(Cc3ccccc3)CC2)c(C)c1N(C)S(=O)(=O)c1ccccc1	4	-0.5	0	0	5	-4	-5	0	6	1
COc1ccc(Br)cc1CN(C)C(=O)c1ccccc1OCc1c(C)noc1C	4	-0.1	-1	1	1	7	-12	-8	-1	2
Cc1ccc(C)c(S(=O)(=O)N2CCCCC2CCNC(=O)C(=O)NCc2ccco2)c1 (stereo unspecified)	5	-0.5	1	-1	2	6	-3	0	-1	0
CC(C)(C)C(=O)OCc1nc(-c2ccc(C(F)(F)F)cc2)cs1	0	0.7	-1	-2	-4	11	-5	-5	3	-8
O=C(NC1CCCC1)C1CCC(=O)N1C1CCCC1 (stereo unspecified)	-1	0.0	1	-5	5	-3	6	-1	2	2
C=CCNC(=O)c1ccc2c(=O)n(CCCN3CCCC3=O)c(=S)[nH]c2c1	1	0.5	-1	2	3	-3	3	3	2	2
Cc1cccc(C)c1OC(=O)CSc1nnc(-c2ccccc2)o1	-1	0.5	0	-4	0	14	-12	0	-3	-7
COc1cc(CCC(=O)NCc2ccc(F)cc2)cc(OC)c1OC	0	0.1	2	0	8	1	-4	-5	-3	-10
CC1(c2nnc(-c3ccccc3)o2)CC(c2ccc([N+](=O)[O-])cc2)=NO1 (stereo unspecified)	3	0.8	-1	1	0	-3	6	4	1	-2
CC(C)c1ccc(CN(C(=O)c2ccco2)C2CCS(=O)(=O)C2)cc1 (stereo unspecified)	5	0.2	3	2	-1	6	-25	0	1	-1
COC(=O)c1ccc(Oc2nc(NC(C)C)nc(NC(C)C)n2)cc1	1	-0.5	6	-2	5	8	3	-5	-6	4
Cc1cc(N2CCN(c3nc(-c4ccc([N+](=O)[O-])cc4)cs3)CC2)c2ccccc2n1	-3	-0.3	-1	0	-2	10	-6	-12	0	-1
Cn1ncc2c(=O)[nH]nnc21	-3	0.2	-2	-1	-7	-4	12	-1	0	-13
CCN(C(=O)Cn1cnc2c1c(=O)n(C)c(=O)n2C)C1CCS(=O)(=O)C1 (stereo unspecified)	-1	0.1	-4	-8	0	-2	7	-5	1	1
Cc1ccc(N2CC(C(=O)Nc3cc(C)on3)CC2=O)cc1 (stereo unspecified)	0	-0.2	-1	-1	0	-3	4	0	3	4
COc1cccc(OC)c1C(=O)NC(C)CCc1ccccc1 (stereo unspecified)	0	0.0	1	-2	2	2	-3	-5	6	-1
O=C(CSc1ncccc1C(=O)O)Nc1ccc2c(c1)OCCO2	-2	-0.2	-4	-1	-5	-19	8	-5	-3	1

Screening results (PubChem)
